Hsp70 inhibitors – Hsp70 inhibitors, probe displacement, primary screen, biochemical, fluorescence polarization (AID 583); Hsp70 fluorescence polarization probe displacement, mP; higher % means a stronger effect; displacement, % at 20 µM, or IC50 in µM where a hit was titrated; 0.06% of 140,000 active; in the data active means displacement above about 50%;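 further: plate controls were vehicle for no effect and reference ligand for full effect; a part of the inactive calls stands beside numbers as strong as those of hits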
MKP-3 inhibition – MKP-3 phosphatase inhibitors, primary screen, biochemical, rat enzyme, in vitro (AID 425). recombinant MKP-3 phosphatase activity, fluorescence; higher % means a stronger effect. 0.17% of 110,000 active. one-dose inhibition, % at 20 µM; IC50 in µM for titrated hits; in the data active means inhibition above about 50%;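 further: plate controls were vehicle for no effect and reference inhibitor for full effect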
* marks the source's active call; other numbers are inactive results; . = not tested or not shown; & = joins results of further samples. An excerpt. The share of hits here may be higher or lower than overall.

SMILES	Hsp70 inhibitors	MKP-3 inhibition
CC(C)c1ccccc1NC(=O)c1cnccn1	3.9%	-3%
O=S(=O)(Nc1nc2ccccc2nc1NCc1ccco1)c1ccc(Cl)cc1	4.4%	-3%
Cn1c(-c2ccccc2)c(-c2ccccc2)n(C)c1=O	-3.7%	0%
COc1ccccc1N1CCN(S(=O)(=O)c2ccc3c4c(cccc24)C(=O)N3)CC1	-4.6%	-10%
Clc1ccc(-c2n[nH]c3c2CCC3)cc1Cl	-0.9%	.
Cn1c(C(=O)N2CCN(C3CCCCC3)CC2)cc2c(=O)n(C)c3ccccc3c21	-1.8%	3%
CCOC(=O)CNC(=O)CSc1nnc(-c2cccc(OC)c2)n1CC	6.9%	5%
COc1ccc(Cl)cc1C(=O)Nc1sc(C)c(C)c1C#N	3.0%	0%
Cn1c(/C=N/c2nc3ccccc3n2C)nc2ccccc21	4.2%	0%
C=CCN1C(c2ccc(OCC)cc2)=CS/C1=C(\C#N)c1nnc2n1CCCCC2	-1.6%	-4%
CC(O)c1cc2c(cc1NC(=O)c1cnn3c1NC(c1ccco1)CC3C(F)(F)F)OCO2 (stereo not drawn)	3.3%	2%
COc1cc(/C=C2\C(=O)N(c3cccc(C(=O)O)c3)N=C2C)cc(I)c1O	9.1%	2%
CC(=O)Nc1ccc(Cl)c(-c2nc3ccccc3s2)c1	-2.1%	3%
Cc1cc(C)cc(N2C(=O)NC(=O)/C(=C\c3ccc4c(c3)OCO4)C2=O)c1	-3.0%	0%
COc1cc(/C=C2/SC(=S)NC2=O)ccc1OC(=O)c1ccc([N+](=O)[O-])cc1	2.2%	-7%
O=C(COc1ccc2ccc(=O)oc2c1)Nc1ccc2c(c1)OCCO2	12%	-6%
CC(=O)Nc1ccc(S(=O)(=O)N2CCC(NC(=O)c3ccco3)CC2)cc1	-1.4%	-2%
COc1ccc(C(=O)Nc2ccccc2C(=O)NCCN2CCOCC2)cc1	-1.9%	-7%
O=[N+]([O-])c1ccc(CP(=O)(c2ccccc2)c2ccccc2)cc1	2.3%	0%
Cc1cc(C)n(CCc2nc(-c3cccs3)cs2)n1	-2.1%	0%
OC(COc1ccc(C2C=CCC2)cc1)CN1CCCCC1 (stereo not drawn)	-28%	-12%
CC(=O)c1cccc(NS(=O)(=O)c2cc(Cl)ccc2Cl)c1	1.4%	-1%
CC(=O)NS(=O)(=O)c1ccc(NS(=O)(=O)Cc2ccccc2)cc1	-3.6%	4%
Cc1ccc(C2C(C#N)=C(N)Oc3c2ccc2cccnc32)cc1 (stereo not drawn)	2.3%	2%
Cc1ccc(Cn2c(CN3CC(C)OC(C)C3)nc3c2c(=O)n(C)c(=O)n3C)cc1 (stereo not drawn)	0.7%	-17%
Cc1csc(-c2cc3ccc(OC/C=C/c4ccccc4)cc3oc2=O)n1	2.0%	2%
COc1ccc(C(=O)NCc2ccccc2C)cc1OC	2.6%	0%
NC(=O)c1cccc(N=Cc2ccccc2[N+](=O)[O-])c1	1.5%	3%
Cc1ccc(Cl)cc1NC(=O)CN(c1cccc([N+](=O)[O-])c1)S(=O)(=O)c1ccccc1	-1.4%	0%
COC(=O)c1ccc(/C=N/NC(=O)COc2c(Br)cc(Br)cc2Br)cc1	-7.3%	5%
CCCS(=O)(=O)N1CCN(C(=O)CCC2CCCC2)CC1	-2.0%	2%
COc1cccc(/C(O)=C2/C(=O)C(=O)N(CCN(C)C)C2c2ccc(Br)cc2)c1 (stereo not drawn)	0.7%	2%
Cc1cc(=O)[nH]c(SCC(=O)N2CCN(C(c3ccccc3)c3ccccc3)CC2)n1	7.3%	-12%
O=S(=O)(NCC(O)COCc1ccco1)c1cccs1 (stereo not drawn)	12%	-9%
O=C(O)c1cccc2c1NC(c1ccc([N+](=O)[O-])cc1)C1CC=CC21 (stereo not drawn)	39%	71%*
CC(C)(C)c1ccc(Cn2nnc3c(=O)[nH]c(C4CCN(C(=O)Cc5cccs5)CC4)nc32)cc1	-1.6%	0%
Cc1cc(NC(=O)CCC(=O)N(Cc2ccco2)C(C)(C)C(=O)NC2CCCCC2)no1	-4.8%	.
CCn1c(SCc2nc3ccccc3[nH]2)nnc1-c1cnccn1	-3.0%	-13%
Nc1ccc2c3c(cccc13)CC2	1.0%	-1%
C=C(C)COc1ccc(-c2nc(N)ncc2Oc2ccc(OC)cc2)c(O)c1	2.0%	-7%
Cc1cc(S(=O)(=O)N2CC(=O)N(CCc3ccccc3)C(=O)C2)ccc1F	-3.8%	3%
O=C(NCCCN1CCCC1)Nc1cccc2ccccc12	3.9%	4%
COc1ccc(C2CC(c3ccccc3)=NN2C(C)=O)cc1 (stereo not drawn)	-1.6%	6%
Cn1c(SCC(=O)Nc2ccc3c(c2)OCCO3)nnc1-c1ccccn1	3.7%	-8%
Cn1c(=O)oc2cc(C(=O)c3ccccc3)ccc21	-2.2%	-8%
CCCc1cc(C(=O)OC)c(NC(=O)C2C3CCC(C3)C2C(=O)O)s1 (stereo not drawn)	1.8%	3%
O=C(NC(=S)Nc1ccc(NC(=O)c2ccccc2)cc1)c1ccc(Cl)cc1	2.4%	0%
O=C(Nc1cccc2nsnc12)c1ccc([N+](=O)[O-])cc1	0.1%	-2%
CN=C1c2cc3c(Br)c(OC)ccc3n2CCN1C	-1.4%	2%
O=C(O)c1cccc(NC(=O)C2CCCO2)c1 (stereo not drawn)	-3.4%	.

4 compounds out of the list, sorted by heavy-atom count, descending.
SMILES	Hsp70 inhibitors	MKP-3 inhibition
CCCc1cc(C(=O)OC)c(NC(=O)C2C3CCC(C3)C2C(=O)O)s1 (stereo not drawn)	1.8%	3%
O=C(NCCCN1CCCC1)Nc1cccc2ccccc12	3.9%	4%
O=C(Nc1cccc2nsnc12)c1ccc([N+](=O)[O-])cc1	0.1%	-2%
CN=C1c2cc3c(Br)c(OC)ccc3n2CCN1C	-1.4%	2%

(continued)
SMILES	Hsp70 inhibitors	MKP-3 inhibition
Cc1cc(C)c(C#N)c(SCc2ccc(C#N)cc2)n1	1.2%	-4%
CC1(C)Cc2c(C#N)c(NCCc3ccccc3)nc(-c3ccco3)c2CO1	-0.6%	-4%
COc1ccc(N2Nc3n[nH]c(N)c3N2)cc1	0.3%	.
CC(C)c1ccc(NC(=O)C(c2ccc3c(c2)OCO3)N2CCN(C(=O)c3ccco3)CC2)cc1 (stereo not drawn)	0.9%	2%
O=[N+]([O-])c1ccc(C2NN=C(c3ccccc3)S2)cc1 (stereo not drawn)	-3.2%	0%
Clc1ccccc1CN1CCN(Cc2ccncc2)CC1	0.2%	2%
CCSC1=NC(=O)/C(=C2/C=Cc3ccccc3N2CC)S1	1.6%	-12%
Cn1c2ccccc2c2ncn(CCCN3CCOCC3)c(=O)c21	3.3%	-12%
CC(=O)NC(CCS(C)(=O)=O)C(=O)Nc1ccc(F)cc1Cl (stereo not drawn)	2.2%	7%
CC1Cc2ccccc2N1C(=O)CSc1nnc(Cn2nnc3ccccc32)n1C (stereo not drawn)	1.0%	-7%
Cc1ccc(C(C)C)c(OCc2nnc(SCC(=O)Nc3ncc(C)s3)n2C)c1	0.4%	-2%
CC1=C(C(N)=O)C(c2ccccn2)n2nc(SCc3ccccc3)nc2N1 (stereo not drawn)	1.4%	-8%
O=C(CSc1nc2ccccc2s1)Nn1cnnc1	-2.7%	-8%
CCn1c(SCC(=O)NC(C)(C)C)nnc1-c1ccoc1C	0.1%	.
CC(C)c1ccc(C(=O)Nc2ccc(N3CCOCC3)cc2)cc1	.	-5%
O=C1C(=Cc2ccc(-c3ccc(Cl)c([N+](=O)[O-])c3)o2)C(=O)c2ccccc21	1.6%	4%
O=C(O)CCCCCNCc1ccncc1	0.2%	-4%
c1ccc(C2=Nc3cccc4cccc(c34)N2)cc1	-0.4%	12%
Cc1ccc2nc(NC(=O)c3ccc(Cl)s3)sc2c1	3.8%	6%
COc1cc(/C=C2/SC(=S)N(c3c(C)n(C)n(-c4ccccc4)c3=O)C2=O)c([N+](=O)[O-])cc1OC	5.3%	-1%
O=C(NC1CCCCC1)n1c(=O)oc2ccc(Cl)cc21	-0.5%	-3%
O=C(Nc1nnc(C2CC2)s1)c1ccccn1	-0.2%	.
CC1(C)CC(=O)c2cc(C(=O)N3CCCC(C)(C)C3)c(=O)n(-c3ccccc3)c2C1	-0.2%	6%
COc1ccc(NC(=O)CN2C(=O)c3cccc4cccc2c34)cc1OC	-0.4%	.
Cc1ccc(N2CC(C(=O)Nc3ccc4c(c3)OCO4)CC2=O)cc1 (stereo not drawn)	4.9%	-3%
CC(C)CCc1c(O)nc(SCCN2CCOCC2)n(-c2ccccc2)c1=O	0.1%	-2%
COc1ccc(-c2nnc(SCC(=O)Nc3cc(F)ccc3C)o2)cc1	-0.4%	-6%
COc1ccc(-c2csc(Nc3ccccc3OC)n2)cc1	-1.0%	3%
CCN(CC)CC(=O)Nc1c(C)cc(C(C)(C)C)cc1C	2.7%	-2%
CCOC(=O)Oc1ccc2c(=O)c(-c3ccccc3OC)coc2c1	3.8%	-1%

A different layout for some results above.
Each structure is followed by: Hsp70 inhibitors	MKP-3 inhibition
> O=C(NC1CCCCC1)n1c(=O)oc2ccc(Cl)cc21
→ -0.5%	-3%
> O=C(Nc1nnc(C2CC2)s1)c1ccccn1
→ -0.2%	.
> CC1(C)CC(=O)c2cc(C(=O)N3CCCC(C)(C)C3)c(=O)n(-c3ccccc3)c2C1
→ -0.2%	6%
> COc1ccc(NC(=O)CN2C(=O)c3cccc4cccc2c34)cc1OC
→ -0.4%	.
> Cc1ccc(N2CC(C(=O)Nc3ccc4c(c3)OCO4)CC2=O)cc1 (stereo not drawn)
→ 4.9%	-3%
> CC(C)CCc1c(O)nc(SCCN2CCOCC2)n(-c2ccccc2)c1=O
→ 0.1%	-2%
> COc1ccc(-c2nnc(SCC(=O)Nc3cc(F)ccc3C)o2)cc1
→ -0.4%	-6%

(more compounds)
SMILES	Hsp70 inhibitors	MKP-3 inhibition
O=C(Cn1cnc2c(nnn2Cc2ccc(Cl)cc2)c1=O)NCC1CCCO1 (stereo not drawn)	-1.5%	10%
CNC(=O)c1ccc(CN2CCN(Cc3ccccc3)CC2)cc1	-5.0%	2%
COC(=O)C1=C(C)N(C)C(C)=C(C(=O)OC)C1c1cccc(Cl)c1Cl	0.2%	6%
NC(=O)CSCc1ccc(Br)cc1	-0.3%	2%
O=C(CSc1nnnn1-c1ccc2c(c1)CCC2)Nc1ccc2c(c1)OCCO2	-0.2%	-3%
COc1ccc2c(c1OC)C(=O)OC2Nc1ccc(I)cc1 (stereo not drawn)	5.6%	2%
O=S(=O)(c1ccc(Br)cc1)N1CCN(c2cc(-c3ccccc3)nc3ncnn23)CC1	2.4%	-3%
CC(C)C(=O)Nc1ccc(O)c(-c2nc3ccccc3s2)c1	-2.9%	-6%
Cc1ccnc(SCC(=O)N2c3ccccc3CCc3ccccc32)n1	1.9%	3%
CCOC(=O)C1CCCN(CC(=O)/C=C2/N(C)c3ccccc3C2(C)C)C1 (stereo not drawn)	-5.8%	-13%
O=C(O)CCCN1C(=O)/C(=C/c2ccccc2Cl)SC1=S	1.3%	1%
CCOC(=O)c1ccc(NC(=O)N2CCN(CCc3ccccc3)CC2)cc1	-2.8%	0%
c1ccc(Nc2ncnc3c2oc2ccccc23)cc1	-1.9%	-10%
Cc1ccc2oc3cc(NCCCN(C)C)c4c(=O)c5ccccc5c(=O)c4c3[nH]c2c1	12%	2%
CSCCOC(=O)COc1ccc(/C=N/NC(=O)c2ccc(CN3CCOCC3)cc2)cc1	1.1%	3%
O=C1CC(N2CCOCC2)C(=O)N1CCc1ccccc1 (stereo not drawn)	-1.0%&3.7%	-1%&0%
Cc1cccc(OCc2nc(C#N)c(N3CC(C)CC(C)C3)o2)c1 (stereo not drawn)	1.6%	-6%
O=C(Nc1ccc(Cl)c(NC(=O)c2ccc(Cl)cc2Cl)c1)c1cccs1	-2.8%	4%
COc1cc(C2c3c(oc4ccccc4c3=O)C(=O)N2Cc2cccnc2)cc(OC)c1OC (stereo not drawn)	-3.5%	-15%
COc1ccc(-c2nnc(SCC(=O)NCc3cccs3)n2C)cc1	2.3%	.
COc1cccc(CCC(=O)O)c1OC	3.0%	-8%
COc1cccc(N2C(=O)CC(SCC(=O)Nc3ccc(Cl)cc3)C2=O)c1 (stereo not drawn)	1.5%	0%
COc1cc(/C=C(\C#N)C(=O)c2ccccc2)cc(OC)c1OC	1.2%	0%
c1ccc2c(c1)ncn2Cc1nnc2sc(-c3ccc4c(c3)OCO4)nn12	0.7%	0%
O=C(Nc1ccc(F)cc1)C(=O)NC1CC1	-4.0%	4%
COc1ccc(OC(=O)c2cccc(S(=O)(=O)N3CCCC3)c2)cc1	1.9%	2%
C(=C\c1ccco1)/C=N/n1cnnc1	-1.1%	-12%
CCOc1ccc(NC(=O)N(CCC(C)C)C2CCN(C(C)=O)CC2)cc1	5.2%	.
O=C(CN1CCOCC1)N1CCN(C(=O)CN2CCOCC2)CC1	-1.6%	-6%
COC(=O)c1ccc(C(=O)OC)c(NC(=O)CCC(=O)O)c1	4.8%&-2.1%	-6%&0%
COc1ccc(C(=O)CSc2nc(SC)ns2)cc1OC	-0.2%	2%
O=C(Cn1c(C2CC2)nc2ccccc2c1=O)Nc1ccc(Br)cc1	4.2%	5%
